DAGLB inh: blocks human DAGLB lipase activity | HEK293T DAGLB membrane lysate, EnzChek fluorogenic substrate | inhibition, % at 5.17 µM | hit rate 0.059% among 340,000 | AID 504411; in the data active = inhibition above about 34%;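 also: 0% = enzyme with vehicle and 100% = wells lacking enzyme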
Arrestin-AP2 inh: blocks beta-arrestin peptide binding to AP2 adaptin | FITC-arrestin peptide / GST-AP2 beads, flow cytometry; AP2 beta2 appendage carries R879A mutation | inhibition, % at 10 µM | hit rate 0.31% among 340,000;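 active = inhibition above a set limit, near 3 SD of compounds lacking own fluorescence, cut at about 54% in these data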;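 also: plate controls were DMSO wells for no effect and 5 µM unlabelled arrestin peptide for full effect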
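Measured by: flow cytometry, FL1 (488/535 nm); Material: AP2 appendage R879A on GSH beads; Evaluation: percent response; Timing: pre-incubation 12 min, peptide binding 1 h, room temperature; Also added: 50 nM FITC-arrestin peptide; Medium: PBS with 0.05% Tween 20 and 0.1% BSA.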
Pemphigus Ab inh: human desmoglein-3 autoantibody binding inhibition; P32926; DSG3-coupled beads, scFv-anti-DSG3-GFP binding, flow cytometry; stronger effect = lower value; binding (percent of control), % at 10 µM; hit rate 0.48% among 310,000; AID 588358;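 active = binding more than 3 SD below its plate's average and above zero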;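 also: hits lower antibody fragment binding to DSG3; some compounds called inactive have numbers as strong as hits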
OPRM1-OPRD1 inv: inverse agonists of human mu-delta opioid receptor heterodimerization. P35372+P41143. cell-based MOR-DOR heterodimer luminescence, inverse agonism. inhibition, % at 9.3 µM. hit rate 0.21% among 340,000; in the data active = inhibition above about 22%, passing the limit was not always enough;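 also: 0% = cells with DMSO and 100% = wells without cells with DMSO; values of inactives mirror those of a sister screen read the other way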
PKA-R1A act: activates the PKA-R1A holoenzyme complex; P00514+P68181; PKA-R1A dissociation, Cy5-IP20 fluorescence polarization; scaled: DMSO 0%, 113 µM cGMP 100%; activation, % at 11.4 µM; hit rate 0.083% among 340,000; AID 504707;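 active = percent activation above the mean of all tested compounds plus 3 SD, cut at about 19% in these data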;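 also: higher means more PKAc released from R1A so a rise in polarization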
PKA-R2B activ: PKA-R2B complex activation; P22694+P31323; PKA-R2B holoenzyme dissociation, Cy5-IP20 fluorescence polarization; R2B truncated from residue 108, S112A mutant; 0% DMSO only, 100% 113 µM cGMP; activation, % at 11.4 µM; hit rate 0.079% among 340,000; AID 504700;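 active = activation above a cutoff set at the mean over all compounds plus 3 SD, cut at about 18% in these data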;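 also: higher means more holoenzyme dissociation and a rise in polarization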
Target sequence (P31323 whole entry, looked up, other chains not shown, the tested form may be a part): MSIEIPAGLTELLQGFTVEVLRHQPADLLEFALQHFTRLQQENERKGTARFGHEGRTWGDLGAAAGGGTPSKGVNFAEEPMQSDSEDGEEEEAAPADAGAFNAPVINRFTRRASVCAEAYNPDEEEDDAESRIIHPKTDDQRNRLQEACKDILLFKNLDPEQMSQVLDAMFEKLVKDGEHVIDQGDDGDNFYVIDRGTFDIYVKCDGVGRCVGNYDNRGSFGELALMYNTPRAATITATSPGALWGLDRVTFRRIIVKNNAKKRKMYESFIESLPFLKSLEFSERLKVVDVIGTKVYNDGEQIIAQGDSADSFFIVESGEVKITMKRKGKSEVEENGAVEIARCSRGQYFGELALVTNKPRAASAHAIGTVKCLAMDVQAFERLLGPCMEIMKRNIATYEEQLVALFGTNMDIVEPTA
V-ATPase pHluor: regulators of yeast V-ATPase proton transport; S. cerevisiae, pHLuorin cytosolic pH fluorescence; AID 504577; hit rate 0.37% among 350,000; response, % at 10 µM; in the data active = response mostly above about 7.3%, no sharp cut-off; inactive = mostly below about 5.4%; also: actives read high; inactives centre near 0; some compounds called inactive have numbers as strong as hits; reference of the scale not given here
OPRM1-OPRD1 ag: agonists of human mu-delta opioid receptor heterodimerization; P35372+P41143; cells, OPRM1-OPRD1 heterodimerization, luminescence; activation, % at 9.3 µM; hit rate 0.3% among 340,000; in the data active = activation above about 18%;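 also: 0% = vehicle-treated cells and 100% = reference agonist; values of inactives mirror those of a sister screen read the other way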
HTR5A inv ctr: inverse agonist of human HTR5A in OPRM1-OPRD1 counter-screen; HTR5A cell line, luminescence, inverse agonism; inhibition, % at 9.3 µM; hit rate 0.083% among 340,000; in the data active = inhibition mostly above about 23%, no sharp cut-off; inactive = mostly below about 18%;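 also: 0% = cells with DMSO and 100% = no-cell wells with DMSO; some compounds called inactive have numbers as strong as hits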
Target sequence (P47898 whole entry, looked up): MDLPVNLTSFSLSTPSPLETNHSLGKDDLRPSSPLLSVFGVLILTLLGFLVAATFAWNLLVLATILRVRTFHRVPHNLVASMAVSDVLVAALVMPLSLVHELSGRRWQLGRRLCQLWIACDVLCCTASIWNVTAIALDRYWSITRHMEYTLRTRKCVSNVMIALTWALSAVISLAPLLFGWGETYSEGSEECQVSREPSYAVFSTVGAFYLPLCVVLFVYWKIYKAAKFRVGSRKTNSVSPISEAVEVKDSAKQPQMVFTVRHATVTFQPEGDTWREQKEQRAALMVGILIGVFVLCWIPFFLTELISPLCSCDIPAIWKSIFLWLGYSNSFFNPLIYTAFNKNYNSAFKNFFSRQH
HTR5A ag ctr: counter-screen for OPRM1-OPRD1 agonists: human HTR5A agonism; hit rate 0.61% among 340,000; AID 504692; HTR5A agonist assay, luminescence, cell-based; activation, % at 9.3 µM; P47898; in the data active = activation mostly above about 9.5%, no sharp cut-off; inactive = mostly below about 7.6%;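 also: 0% = cells with vehicle only and 100% = reference agonist; strong numbers were not always called active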
* hit, by the source's call; / = no result given.

SMILES	DAGLB inh	Arrestin-AP2 inh	Pemphigus Ab inh	OPRM1-OPRD1 inv	PKA-R1A act	PKA-R2B activ	V-ATPase pHluor	OPRM1-OPRD1 ag	HTR5A inv ctr	HTR5A ag ctr
CCOC(=O)N1CCN(C(=O)c2ccc3c(c2)NC(=O)C(N2CCOCC2)S3)CC1 (stereo unspecified)	4	28	103	4	4	-4	-3	-0.8	-14	6
CC(=O)N1CCN(C(=O)CCc2nc3sc4c(c3c(=O)[nH]2)CCCC4)CC1	0	0	104	10	-12	2	1	-1.6	-20	1
CC1CCCCN1CCCNC(=O)c1ccc(N2CCCC2=O)cc1 (stereo unspecified)	1	0	115	-4	7	6	-6	0.7	4	-1
CCOc1ccccc1N1CCN(CC(=O)NC(=O)NCc2ccco2)CC1	2	41	/	-2	4	0	1	0.4	2	-1
Cc1cccc(C2NC(c3cccc(C)c3)C(C)C(=O)C2C)c1 (stereo unspecified)	-7	14	105	-8	-8	-7	-2	1.7	-16	4
Cc1cc(C)c(NS(=O)(=O)c2ccc(NC(=O)c3cccs3)cc2)c(C)c1	2	10	101	-29	-8	-3	1	5.7	-12	3
Cc1cc(C(=O)N2CCN(c3ncccn3)CC2)c2cc(F)ccc2n1	2	9	107	11	3	9	-3	-1.9	-4	6
Cc1noc(C)c1COc1ccc(C(=O)NCCc2ccc(S(N)(=O)=O)cc2)cc1	-1	9	107	-18	-8	0	-2	2.6	4	-2
CC(c1nc2ccccc2c(=O)[nH]1)N1CCCN(S(=O)(=O)c2ccc(F)cc2)CC1 (stereo unspecified)	-1	25	/	6	-6	-1	-4	-1.6	4	-2
CCCCNC(=O)COC(=O)c1ccc(NS(=O)(=O)c2ccc3c(c2)OCCO3)cc1	2	-6	100	3	-11	-2	-1	-0.6	3	1
CCOc1ccc(C(=O)Nc2ccc(N3CCCC3)cc2)cc1	14	29	99	19	-11	0	4	-3.4	-23	-3
COc1ccc(S(=O)(=O)N2CCN=C2SCc2cccc(C)c2)cc1	-7	-18	115	0	-2	0	5	0.0	1	2
O=C(COC(=O)C1=NN(c2ccccc2)C(=O)CC1)Nc1nc(-c2ccc(F)cc2)cs1	1	5	100	-13	-10	-7	-4	2.6	0	0
Cc1nc(Nc2ccccc2F)c2oc3ccccc3c2n1	-8	2	100	6	-7	-3	4	-1.3	-8	2
CCOC(=O)[C@@H]1[C@H]2COc3ccccc3[C@H]2N2C(=O)N(c3ccc(Br)cc3)C(=O)[C@]12C	-2	-7	102	5	1	1	-4	-0.9	-2	0
CC(C)=C1SC(N2CCN(c3cccc(Cl)c3)CC2)=NC1=O	0	-8	86	-3	-8	7	2	0.6	49	14*
Cc1ccccc1NC(=S)NC(C)C(c1ccccc1)N1CCN(C)CC1 (stereo unspecified)	0	6	99	11	0	-9	0	-2.4	25	-2
Nc1nc(Nc2ccccc2)nc(C(F)(F)F)n1	-1	3	113	4	-9	-5	-3	-0.7	15	5
O=C1c2ccc(-c3ccc4c(c3)C(=O)N(CCO)C4=O)cc2C(=O)N1CCO	-2	5	105	10	-3	8	1	-2.0	-18	-2
CCS(=O)(=O)N1CCC(C(=O)Oc2ccccc2)CC1	-1	-8	106	23	-4	0	-2	-5.0	-6	2
COc1ccc2oc(C(=O)OCC(=O)c3ccc4c(c3)OCCO4)c(C)c2c1	-11	1	102	0	3	1	0	0.0	-17	-2
CCCn1c(NCc2cccs2)nc2ccccc21	0	7	109	1	9	-10	3	-0.1	14	2
Nc1nc(N)c(N=Nc2ccc(C(=O)O)cc2)c(N)n1	5	-3	93	16	-3	5	1	-3.1	-4	1
N=c1c(S(=O)(=O)c2ccc(Cl)cc2)cc2c(=O)n3ccccc3nc2n1C1CCCCC1	1	-9	96	14	2	-4	-1	-2.7	-22	5
CC(C)(C)NC(=O)NC(=O)CN1CCN(Cc2ccccc2)CC1	3	-27	104	12	2	5	-2	-2.3	-16	-7
O=C(CCn1c(=O)oc2ccccc21)Nc1cccc(Cl)c1	-5	1	84	11	-5	-8	-1	-1.9	1	-2
COc1ccc2nc(Cl)c(C=O)c(N3CCOCC3)c2c1	-2	/	96	/	3	-8	/	/	/	/
CCc1ccccc1NC(=O)CSc1nc2ccccc2n1CC(=O)N1CCCC1	-1	24	93	/	-9	-1	-1	/	/	/
O=C(COc1ccccc1)NC(=S)Nc1cccc2c(O)cccc12	-3	/	100	/	9	-10	-3	/	/	/
O=C(NCC1CCCO1)c1ccccc1NS(=O)(=O)c1ccc(F)cc1 (stereo unspecified)	2	1	106	8	-1	0	0	-1.9	20	0
CC(C)(C)c1ccc(S(=O)(=O)N2CCN(C(=O)C3=COCCO3)CC2)cc1	-1	12	98	-6	1	6	1	1.4	11	-5
COc1ccc(NS(=O)(=O)c2cc(NC(=O)c3sccc3C)ccc2N2CCOCC2)cc1	-4	-4	101	-4	5	-1	-2	0.8	1	3
Cc1ccc(S(=O)(=O)N2CCCCC2)cc1C(=O)NCC1CCCO1 (stereo unspecified)	-2	6	106	-3	-4	6	0	0.6	-22	-3
CC(C)N(CCNC(=O)c1nn(Cc2ccccc2)c(=O)c2ccccc12)C(C)C	0	14	/	6	-10	2	4	-1.0	-14	4
CCCOc1ccccc1C1NC(=O)NC(C)=C1C(=O)OCCOC(C)C (stereo unspecified)	-1	-1	98	4	3	-2	-4	-0.8	-3	3
CN(Cc1ccccc1)Cc1ccccc1F	-2	41	90	-5	6	2	/	1.1	-8	0

By substructure, the compounds so far containing a tert-butyl group (2)
SMILES	DAGLB inh	Arrestin-AP2 inh	Pemphigus Ab inh	OPRM1-OPRD1 inv	PKA-R1A act	PKA-R2B activ	V-ATPase pHluor	OPRM1-OPRD1 ag	HTR5A inv ctr	HTR5A ag ctr
CC(C)(C)NC(=O)NC(=O)CN1CCN(Cc2ccccc2)CC1	3	-27	104	12	2	5	-2	-2.3	-16	-7
CC(C)(C)c1ccc(S(=O)(=O)N2CCN(C(=O)C3=COCCO3)CC2)cc1	-1	12	98	-6	1	6	1	1.4	11	-5

(continued)
SMILES	DAGLB inh	Arrestin-AP2 inh	Pemphigus Ab inh	OPRM1-OPRD1 inv	PKA-R1A act	PKA-R2B activ	V-ATPase pHluor	OPRM1-OPRD1 ag	HTR5A inv ctr	HTR5A ag ctr
COc1ccccc1NC(=O)CSc1ccc2nnc(-c3ccccn3)n2n1	2	1	99	4	-9	-2	-5	-0.8	2	-1
Cc1cccc(N2CCN(S(=O)(=O)c3c(C)[nH]c(C)c3C(=O)N3CCCC3)CC2C)c1 (stereo unspecified)	-1	-1	100	9	-7	-4	2	-1.8	-8	-5
Cn1c(=O)c2c(ncn2CCCc2ccccc2)n(C)c1=O	-1	-1	107	11	-2	-4	-4	-2.5	9	-5
O=C(Nc1cc(C(F)(F)F)ccc1Cl)C(Sc1nnc(-c2cccs2)o1)c1ccccc1 (stereo unspecified)	-2	13	97	1	-9	-11	0	-0.3	12	-4
CCc1ccccc1NC(=O)CCNS(=O)(=O)c1ccc2c(c1)CCC(=O)N2	-3	2	104	19	2	1	1	-3.8	8	1
COc1cccc(C(=O)Nc2nnc(-c3ccccc3)s2)c1	-4	2	98	-12	-1	1	-2	2.6	-19	5
Cc1cc(Cl)ccc1OCCCC(=O)N1CCN(C)CC1	1	29	94	5	-8	2	-1	-0.8	-6	-1
Cc1c(C(=O)Nc2ccccc2F)sc2ncn(CC(=O)N3CCOCC3)c(=O)c12	-2	-5	102	8	-2	-3	-1	-1.6	-20	-3
COc1ccc(N(CC(=O)NCCc2ccc(C)cc2)S(=O)(=O)c2c(C)noc2C)cc1	-4	3	/	-7	-3	-3	3	1.3	-15	4
O=C(NC1CCCc2ccccc21)C1CCC(CNS(=O)(=O)c2cccc3nsnc23)CC1 (stereo unspecified)	-2	14	92	8	6	-4	-1	-1.3	-32	11
COCCCNC(=S)NC1CC2CCCC(C1)N2Cc1cccs1 (stereo unspecified)	-2	-2	111	-13	4	-12	6	2.0	-8	3
O=C(NCc1cc([N+](=O)[O-])ccc1O)c1cc(-c2ccncc2)nc2ccccc12	0	-3	100	8	-7	-7	-1	-1.1	20	4
O=C(Cc1ccccc1)NC(NNc1ccccc1)(C(F)(F)F)C(F)(F)F	-4	15	111	-5	-2	-2	1	1.0	2	5
CCN1C(=O)CCN(C2CCCC2)c2nc(Nc3ccc(C(=O)NC4CCN(C)CC4)cc3OC)ncc21	-5	23	103	7	-1	-8	-2	-1.3	8	2
C=C(C)CN(CC)c1ccc(N2C(=O)CCCC2=O)cc1[N+](=O)[O-]	2	2	112	5	3	5	-5	-1.1	-1	0
CC(C)(C)NC(=O)Cn1nnc(-c2ccccc2NC(=O)c2cnccn2)n1	2	19	102	15	-4	5	-4	-2.4	-13	6
O=C(/C=C/c1ccccc1)Nc1cccnc1	0	38	101	1	-1	-5	-4	-0.2	-4	1
COc1ccc(N(Cc2cc3ccc(C)cc3[nH]c2=O)C(C)=O)cc1	3	22	/	18	-4	-6	-5	-3.3	-21	-2
N#Cc1ccccc1Sc1ccccc1C(=O)OCC(=O)NC1CCS(=O)(=O)C1 (stereo unspecified)	1	2	/	8	-8	-12	0	-1.7	17	10
CN(C)c1ccc(NC(=S)NC23CC4CC(CC(C4)C2)C3)cc1	-5	37	93	12	3	-15	-1	-2.4	-17	6
O=C(Nn1c(SCc2ccc([N+](=O)[O-])cc2)nc2ccccc2c1=O)c1ccc(F)cc1	3	1	99	-2	10	-1	10	0.4	8	-3
COc1ccc(N2CCN(C(=O)c3ccc(CS(=O)Cc4ccc(Cl)cc4)o3)CC2)cc1 (stereo unspecified)	3	-1	108	17	-14	-4	-1	-3.2	4	-3
CCC1(CC)NC(=O)N(CC(=O)OCC(=O)Nc2cc(OC)ccc2OC)C1=O	0	-1	106	12	-1	-4	0	-3.0	-14	-1
O=S(=O)(c1cc(Cl)ccc1Cl)N1CCN(Cc2ccco2)CC1	0	14	105	5	-2	5	8	-0.9	10	6
CC(=O)c1ccc(N(CC(=O)NC2CCCCC2)C(=O)c2csnn2)cc1	0	12	95	10	8	9	-1	-1.7	2	-1
CSc1nc(N2CCN(c3ccccc3)CC2)cc(N2CCN(c3ccccc3)CC2)n1	-3	36	110	10	-10	-5	-1	-1.9	-8	3
Cc1c(F)cccc1NS(=O)(=O)c1ccc2c(c1)n(C)c(=O)c(=O)n2C	-1	5	118	-11	-2	6	-5	1.3	-3	7
Cc1cc(C)c(C(=O)Nc2ccccc2)c(CC(C)(C)C(=O)O)c1	-1	9	/	13	-3	-5	-2	-2.6	12	2
CCC(c1nnnn1C1CCCC1)N1CCN(c2ccccc2F)CC1 (stereo unspecified)	0	5	/	19	9	-2	0	-4.6	5	-2
O=C(COc1cc(Cl)c(Cl)cc1Cl)Nn1cnnc1	2	-4	/	4	-3	-16	-1	-0.7	-16	6
Cc1nc(N2CCN(c3ccccc3)CC2)nc2c1C(=O)CCC2	-4	4	108	-18	-10	0	-2	3.7	15	-6
COc1ccc(C2C(C(=O)N3CCOCC3)CCC(=O)N2c2cc(OC)c(OC)c(OC)c2)cc1 (stereo unspecified)	-1	4	/	6	10	-4	6	-0.9	-8	3
COCCCn1c(=O)c2sccc2n2c(CCCC(=O)NCc3cccc(OC)c3)nnc12	0	-1	99	21	-8	-1	2	-4.0	3	-3

Compound activity: PubChem BioAssay, several laboratories
